HCT116 bCat-KO: beta-catenin-lacking colon tumor cell growth suppression; HCT116 beta-catenin knockout viability, CellTiter-Glo, 60 h; hits give low values; viability, % at 10 µM; actives 1.5% (n = 140,000); AID 818;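 active means viability at or under a set limit, the compound median less 4 SD, cut at about 6% in these data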;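 further: 0% = Hyamine 1622 control at 20 µM and 100% = untreated cell control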
Phagocytosis inh: blocks phagocytosis by macrophages; J774A.1 macrophage IgG-bead phagocytosis, imaging; inhibition, % at 5 µM; actives 0.07% (n = 110,000);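 active means inhibition above the mean of the plate negative controls plus 5 SD, cut at about 13% in these data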;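 further: phagocytic index as fraction of beads internalized from green versus red external bead signal; plate controls were DMSO negative control for no effect and cytochalasin-D positive control for full effect; some results beyond the cut were filed as inactive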
NPY-Y2 antag: NPY-Y2 (human) receptor antagonism. NPY-Y2 expressing cells, antagonist mode. inhibition, % at 2.7 µM. actives 0.99% (n = 140,000); in the data active means inhibition above about 17%;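 further: 0% = vehicle with agonist challenge and 100% = reference antagonist with challenge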
Target sequence (P49146 whole entry, looked up): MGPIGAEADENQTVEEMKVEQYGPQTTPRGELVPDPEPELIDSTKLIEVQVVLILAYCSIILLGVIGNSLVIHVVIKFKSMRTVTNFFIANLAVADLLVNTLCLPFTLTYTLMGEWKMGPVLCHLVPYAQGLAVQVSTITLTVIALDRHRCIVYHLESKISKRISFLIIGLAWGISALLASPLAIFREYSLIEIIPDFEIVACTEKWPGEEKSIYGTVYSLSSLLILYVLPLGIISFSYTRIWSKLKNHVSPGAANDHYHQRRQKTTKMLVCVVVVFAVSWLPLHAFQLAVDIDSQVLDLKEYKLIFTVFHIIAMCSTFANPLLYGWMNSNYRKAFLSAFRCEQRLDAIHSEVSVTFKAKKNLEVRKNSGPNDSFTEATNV
MRP1 act: activators of MRP-1 | H69AR cells + doxorubicin, viability rescue, CellTiter-Glo | actives 0.61% (n = 140,000) | viability increase, % at 10 µM;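 active means viability gain under doxorubicin at or above a set limit, the compound median plus 3 SD, cut at about 4.7% in these data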;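 further: MRP-1 overexpressing cells given doxorubicin 25 µM after compound pretreatment; 18-22 h compound pretreatment then 72 h with doxorubicin before readout; 0% = doxorubicin-only wells and 100% = vehicle-treated cells without doxorubicin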
Measles CPE: protection of cells from measles virus; Measles virus-infected cells, CPE protection, absorbance; protection (pct of control), % at 4 µM; actives 1.5% (n = 140,000); in the data active means protection mostly above about 24%, no sharp cut-off; inactive means mostly below about 26%; further: some compounds called inactive have numbers as strong as hits
Yeast lifespan up: yeast lifespan extension; actives 0.68% (n = 130,000); AID 775; inhibition of the nicotinamide effect, % at 10 µM; S. cerevisiae growth with nicotinamide, OD615; deaD strain in restrictive glucose medium;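 active means inhibition above a set limit, placed 3 SD over the median of all compounds, cut at about 26% in these data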;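 further: 0% = nicotinamide-treated wells and 100% = cells grown without nicotinamide; some compounds called inactive have numbers as strong as hits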
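Measured by: optical density (absorbance) at 615 nm; System: modified budding yeast, DeaD strain; Medium: restrictive CSMM-D dextrose medium; Timing: 4 h preincubation then 48 h treatment at 30 °C.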
PTEN del growth: growth suppressors of cells with PTEN tumor suppressor deletion; viability, % at 10 µM; actives 1.2% (n = 140,000); HCT116 PTEN-null viability, CellTiter-Glo, 60 h; hits give low values;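 active means viability at or below a set limit, 4 SD under the median of all tested compounds, cut at about 3.7% in these data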;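 further: PTEN knockout HCT116 line with beta catenin targeted HCT116 as companion control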
BB579 growth dn: chemicals that inhibit yeast BB579 growth in restrictive medium (lifespan-shortening candidates); S. cerevisiae BB579 growth, OD615, 48 h; inhibition, % at 10 µM; actives 0.51% (n = 140,000); AID 804;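 active means inhibition above a set limit, 3 SD over the mean compound inhibition, cut at about 44% in these data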; further: inactives centre near -24
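System: DeaD yeast strain BB579; buffer or medium: CSMM-D dextrose restrictive medium; technique: OD at 615 nm; schedule: 4 h cell preincubation, 48 h compound exposure, 30 °C humidified; doses: single 10 µM dose; controls: amphotericin B 10 µg/mL, positive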
GALR2 antag: antagonists of human galanin receptor 2 (GALR2); O43603; GALR2-expressing cells, antagonist mode; inhibition, % at 4 µM; actives 0.39% (n = 140,000); in the data active means inhibition above about 27%;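 further: cells stimulated with galanin 1-16 at roughly its EC80; 0% = agonist challenge control and 100% = basal control without agonist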
Target sequence (O43603 whole entry, looked up): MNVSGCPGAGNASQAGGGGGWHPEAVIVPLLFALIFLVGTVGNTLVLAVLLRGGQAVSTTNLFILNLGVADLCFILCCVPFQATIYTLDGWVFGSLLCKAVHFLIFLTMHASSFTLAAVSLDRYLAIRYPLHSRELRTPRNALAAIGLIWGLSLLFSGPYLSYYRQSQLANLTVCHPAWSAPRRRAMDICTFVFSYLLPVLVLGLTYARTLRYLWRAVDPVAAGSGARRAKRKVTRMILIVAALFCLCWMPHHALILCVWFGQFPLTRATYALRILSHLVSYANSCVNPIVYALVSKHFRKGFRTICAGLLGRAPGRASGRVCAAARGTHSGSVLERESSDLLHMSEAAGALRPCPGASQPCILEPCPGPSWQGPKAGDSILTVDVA
E-sel TNF inh: blocks E-selectin expression induced by TNF alpha. HUVEC TNFa-induced E-selectin immunofluorescence, high content. inhibition, % at 2 µM. actives 0.71% (n = 120,000);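 active means inhibition above the batch mean plus 3 SD, and confirmed as a hit on visual image review, cut at about 43% in these data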;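 further: 0% = TNF-stimulated DMSO wells and 100% = unstimulated control wells; not every result past the cut was called active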
* hit, by the source's call; · = no result given. This is a random part of the collection. Share with any hit: about 6.2%.

SMILES	HCT116 bCat-KO	Phagocytosis inh	NPY-Y2 antag	MRP1 act	Measles CPE	Yeast lifespan up	PTEN del growth	BB579 growth dn	GALR2 antag	E-sel TNF inh
CCC(CC)C(=O)OCC(=O)Nc1ccc(S(=O)(=O)N2CCOCC2)cc1OC	96.9	0.7	4.1	-1.3	14.9	-3.0	105.8	-57.6	-21.3	35.3
COc1ccccc1N1CCN(C(=O)CN(c2ccc(C)c(C)c2)S(C)(=O)=O)CC1	99.1	-0.8	2.4	-0.6	30.1	-11.4	87.0	24.1	-12.9	-6.7
O=C(Cn1cncn1)N/N=C/c1c2ccccc2cc2ccccc12	81.0	-1.7	0.9	-2.6	4.0	-19.9	64.2	0.0	-16.3	20.9
CC1(C)C([N+](=O)[O-])C(c2ccc(O)cc2)NC(c2ccc(O)cc2)C1[N+](=O)[O-] (stereo not given)	89.7	-7.4	0.7	-1.6	7.8	4.8	89.0	-36.9	-1.1	·
COC(=O)/C=C1\OC(c2ccccc2)=CC1=O	93.4	-13.9	4.6	1.2	9.8	38.0*	88.8	-14.7	-2.9	·
CCOC(=O)Cc1csc(NC(NC(=O)OCC)(C(F)(F)F)C(F)(F)F)n1	95.7	-1.4	3.4	0.2	20.7	-7.0	103.3	-33.3	4.0	0.4
COc1ccc(C)cc1S(=O)(=O)N(CC(=O)Nc1cc([N+](=O)[O-])ccc1C)c1ccc(C)c(C)c1	76.9	-6.8	4.2	-3.4	3.6	0.0	73.5	3.9	15.6	11.3
COC(=O)c1cccc(OC(N)=O)c1	97.7	-0.4	-1.1	-0.1	5.7	-1.1	114.5	-38.3	-3.7	·
CC(=O)Nc1cc(C(=O)c2ccccc2)ccc1N1CCOCC1	105.3	-0.4	0.7	-1.6	0.6	-2.1	107.4	-7.8	0.4	13.3
CC1(C)CC(=O)C2=C(C1)OC(/N=C/N1CCOCC1)=C(C#N)C2c1ccccc1 (stereo not given)	96.4	-1.4	1.4	-1.6	20.2	-4.7	97.3	-60.4	-4.5	-8.0
Cc1ccc(NC2c3ncccc3C(=O)N2C2CCCCC2)cc1 (stereo not given)	98.7	·	-1.0	-1.1	2.4	-1.3	103.3	-54.5	-10.1	·
COC(=O)c1c[nH]n2c(=O)cc(CCl)nc12	97.4	-0.4	-0.8	0.1	1.7	-5.0	101.0	-28.2	-6.5	·
Cc1ccc(-c2c3c(=O)n(C)c(=O)n(C)c3cn2-c2ccccc2O)cc1	85.4	-2.0	-0.1	-3.3	3.0	-16.6	73.0	28.4	5.8	7.7
O=C(COc1ncnc2scc(-c3ccccc3)c12)NC1CCCc2ccccc21 (stereo not given)	92.2	-3.8	2.4	-0.9	29.9	2.1	83.7	-31.9	-0.6	-7.2
Cc1nccn1CCCN1C(=O)CNC1=S	94.2	-12.5	0.7	-1.2	0.7	4.8	92.7	-29.0	3.9	·

Yeast lifespan up, entries above that show a hit
canonical_smiles | Phagocytosis inh | NPY-Y2 antag | Measles CPE | Yeast lifespan up | BB579 growth dn | GALR2 antag | E-sel TNF inh
COC(=O)/C=C1\OC(c2ccccc2)=CC1=O | -13.9 | 4.6 | 9.8 | 38.0* | -14.7 | -2.9 | ·

Additional records follow:
SMILES	HCT116 bCat-KO	Phagocytosis inh	NPY-Y2 antag	MRP1 act	Measles CPE	Yeast lifespan up	PTEN del growth	BB579 growth dn	GALR2 antag	E-sel TNF inh
CCOc1ccc(C(=O)CCN2CCCCC2)cc1	88.3	-0.2	3.1	-3.5	5.3	-0.8	90.2	-57.7	18.1	-36.7
O=C(CCc1ccccc1)Nc1cccc(NC(=O)CCc2ccccc2)c1	90.4	-1.1	0.7	-0.5	9.3	-12.6	94.3	-28.5	-10.8	5.0
COc1ccc(CCNC(=O)Cn2cnc3c2c(=O)n(C)c(=O)n3C)cc1OC	96.1	·	2.5	-0.9	3.4	-15.4	89.2	-30.6	-10.7	-8.5
CC1CCN(S(=O)(=O)c2ccc(NC(=O)Cc3ccccc3)cc2)CC1	91.5	-0.4	2.4	-3.1	3.0	-10.9	86.3	-15.6	2.0	5.9
CCCCCC#CCC#CCC#CCC#CCCCC(=O)O	93.0	·	0.0	-1.3	5.8	2.6	92.2	-14.8	-2.9	·
CC1CCCCN1C(=O)CSc1nc2cc3c(cc2c(=O)n1Cc1ccc2c(c1)OCO2)OCO3 (stereo not given)	70.0	-0.3	2.1	-1.2	6.2	-8.8	75.2	-49.0	3.6	·
O=C(C1CCC1)N1CCc2cc(S(=O)(=O)NCc3ccco3)ccc21	102.2	-2.1	0.0	-0.1	19.0	-11.0	103.4	-49.2	5.6	-8.3
CCCn1c(CNC(=O)c2ccccc2)nc2ccccc21	97.3	3.4	3.0	-2.5	2.2	20.9	97.2	-14.8	1.9	-12.0
C/C(=N\Nc1cccc(Cl)c1)c1ccc(-n2ccnc2)cc1	90.6	-4.4	3.5	-1.3	9.5	-8.6	75.9	-46.0	6.4	51.5
COC(Cc1n[nH]c(=S)n1-c1ccc(Cl)cc1)OC	98.8	·	0.8	-0.6	19.1	-1.1	96.0	-60.0	6.0	36.7
NC(N)=N/N=C/c1ccc(OCc2ccc(Cl)cc2)cc1	1.5*	-2.4	6.2	-5.9	5.5	-9.9	1.5*	77.8*	13.6	6.8
CC1CCCCN1S(=O)(=O)c1ccc(NC(=O)c2cccs2)cc1 (stereo not given)	67.7	4.4	1.9	-3.5	18.1	-7.4	75.3	-14.9	-10.2	8.9
CCn1c(=O)c2cc(C(=O)NCCN3CCOCC3)sc2c2ccccc21	71.8	-0.7	-0.5	-3.6	5.3	-9.9	71.0	5.7	-17.2	13.9
Cc1ccc(OCCOCCNC(C)(C)C)c([N+](=O)[O-])c1	95.8	0.2	1.4	-2.0	13.9	2.0	98.4	-11.7	-6.2	-4.3
COc1cccc(-c2nc(-c3ccc(NC(=O)c4cccs4)cc3)no2)c1	78.9	-1.8	0.5	-1.8	2.4	-10.2	83.8	-46.1	3.6	11.3
C=CCn1c(N)cc(=O)nc1SC(C)C(=O)Nc1cccc2ccccc12 (stereo not given)	90.7	·	-0.1	-0.8	16.2	·	97.8	-16.1	5.2	9.8
Cn1c(=O)c2c(=O)cc(NNC(=O)C(C)(C)C)[nH]c2n(C)c1=O	94.1	-4.2	-0.3	-3.2	17.5	27.9*	95.9	-1.5	5.5	45.2
COc1ccccc1NS(=O)(=O)c1ccc2oc(SCc3ccc(C#N)cc3)nc2c1	42.1	-3.6	1.4	-1.0	6.3	-2.8	30.0	-6.8	-4.1	·
CNc1nc(-c2c[nH]c3ccccc23)cs1	86.0	0.7	2.8	-1.7	18.4	-12.3	92.8	-60.9	9.9	-19.9
CN1C(=O)c2ccc(C(=O)NC3CCCCC3)cc2C1=O	104.8	0.8	4.2	-0.1	4.2	-4.8	112.6	-53.5	10.1	12.0
CCC(=O)Nc1ccc(N2CCN(Cc3ccccc3F)CC2)cc1	108.6	1.7	0.4	0.5	3.4	-7.1	106.5	-44.2	5.1	·
N#C/C(=C\c1ccco1)c1nc2ccccc2s1	79.7	-4.4	0.6	-3.9	18.5	-7.3	74.2	-26.6	0.5	·
CCc1ccccc1NC(=O)/C(C#N)=C\c1ccc(Sc2ccccc2)o1	86.4	·	7.5	-0.8	0.3	-4.2	87.1	-2.7	-4.4	11.0
N#Cc1ccc(OCCOCCNC2CCCC2)cc1	88.4	-2.5	1.1	-3.1	4.4	3.9	90.0	-6.5	-7.0	·
CCn1c(SCC(=O)NCCc2ccccc2)nnc1-c1cccs1	102.4	0.6	-0.7	-1.6	0.6	-12.0	97.3	-15.7	1.3	22.2
COC(=O)c1cc(NC(=O)Nc2cccc(Cl)c2)ccc1Cl	3.8*	0.2	-1.6	-6.8	4.0	-16.3	3.4*	-11.7	13.8	-31.1
COc1ccc(S(=O)(=O)NCC2CCC(C(=O)N3CCC4(CC3)OCCO4)CC2)cc1 (stereo not given)	99.0	·	-0.2	-3.4	10.2	·	100.1	-26.1	1.3	-4.2
CCCn1c(SCC(N)=O)nnc1-c1ccco1	97.8	·	3.0	-2.4	16.3	1.8	99.2	-17.6	3.2	·
CCOC(=O)c1c(N)sn(-c2ccccc2)c1=S	103.3	-1.1	1.3	-1.4	25.5	-4.7	102.2	-15.9	10.2	-0.3
CC(C)(C)c1cc(C(=O)N/N=C/c2ccccc2O)n(-c2ccccc2)n1	8.0	-5.3	1.9	-0.4	16.3	18.1	10.8	-49.0	5.4	·
O=C(O)CCC(=O)NCCn1c(-c2ccccc2)csc1=Nc1ccccc1	104.9	-0.5	0.9	-0.1	5.6	-3.8	99.7	5.8	-8.7	11.5
CS(=O)(=O)N1CCC(C(=O)Nc2cccc(C(F)(F)F)c2)CC1	93.3	-1.2	-0.1	-2.2	18.6	-5.5	98.1	-8.0	16.5	-9.2
O/N=C\c1cccn1-c1ccc(Br)cc1	100.9	0.4	2.8	-3.6	14.8	-22.6	93.9	-43.8	5.4	7.7
O=C(N/N=C/c1ccncc1)c1ccccc1OCc1ccc(Br)cc1	38.5	-3.9	42.6*	-3.1	11.4	0.8	40.6	-32.0	-1.8	·
CCOC(=O)c1c(-c2ccccc2)nc2ccc(Cl)cn12	81.4	·	3.5	-0.1	4.4	-6.2	89.4	-66.0	0.5	37.2
O=C(CSc1nnnn1C1CCCCC1)NCc1ccc2c(c1)OCO2	108.5	-1.8	9.2	-0.8	4.8	-21.4	102.7	-26.4	-5.3	-6.6
COC(=O)c1cccc(Nc2nc3ccccc3nc2C)c1	50.1	-4.9	0.1	-1.9	5.1	-16.7	86.9	-57.4	7.6	7.0
CCCN(c1ccc(OCC)cc1)c1ncnc2nc[nH]c12	93.3	-0.2	5.0	-1.1	2.1	-11.7	90.2	-56.1	4.5	-28.3
COC(=O)c1ccccc1NC(=O)C12CCC(C)(C(=O)O1)C2(C)C (stereo not given)	84.1	0.7	1.0	-0.5	7.3	-3.1	96.2	-28.1	-3.7	-7.7
Cn1cccc1/C=C(/C#N)C(N)=S	96.8	-2.2	2.1	-3.5	12.4	-6.0	98.4	5.3	3.8	·
Cc1cc(C(=O)NC2CCCC2)on1	90.2	·	2.0	-1.1	39.2	-0.8	101.3	-36.2	5.9	8.5
CCOc1ccc(-c2onc(C(F)(F)F)c2-c2cscn2)c(O)c1	78.9	-1.4	5.3	-1.9	3.4	-8.5	86.2	-12.1	6.3	27.0
Clc1ccc(-n2ncc3c(NCc4cccs4)ncnc32)cc1	78.8	·	-0.4	1.7	11.5	-13.2	83.2	-11.6	7.4	·
CN(C)S(=O)(=O)c1ccc(C(=O)NCCSc2ccccc2)cc1	101.2	3.3	4.5	-1.1	3.2	-5.4	105.9	-47.2	-6.8	-10.7
CCOC1Cc2ccccc2N(C(N)=O)c2ccccc21 (stereo not given)	103.7	·	8.1	0.1	4.8	-19.0	96.6	-23.8	-2.1	-25.2
CCc1nnc(NC(=O)c2ccc(Cl)c(S(=O)(=O)N3CCc4ccccc43)c2)s1	63.8	-1.5	-2.2	-2.0	5.6	-20.3	68.8	-46.8	-0.2	·
COc1cc2c(cc1OC)C1(CCCC1)C(N)=C2C#N	88.6	·	3.2	-4.0	16.0	-3.3	83.7	-18.6	-10.7	6.2

Assay outcomes deposited in PubChem BioAssay by several laboratories.
